MrgX1 antag = antagonists of human MrgX1 receptor, primary screen, HEK293 cells, Fluo-4 calcium flux; 310,000 compounds, 1.3% hits; Mas-related G-protein coupled receptor member X1 (Homo sapiens), Q96LB2; B-score at 10 µM; BAM8-22 antagonism; stronger effect = lower value;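 active = calcium-response B-score plate-corrected more than 3 library SD below zero, starting fluorescence within 5 deviations, no agonist response on first addition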;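 also: peak minus trough fluorescence over baseline after final BAM8-22 challenge near maximal dose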
Target sequence (Q96LB2 whole entry, looked up): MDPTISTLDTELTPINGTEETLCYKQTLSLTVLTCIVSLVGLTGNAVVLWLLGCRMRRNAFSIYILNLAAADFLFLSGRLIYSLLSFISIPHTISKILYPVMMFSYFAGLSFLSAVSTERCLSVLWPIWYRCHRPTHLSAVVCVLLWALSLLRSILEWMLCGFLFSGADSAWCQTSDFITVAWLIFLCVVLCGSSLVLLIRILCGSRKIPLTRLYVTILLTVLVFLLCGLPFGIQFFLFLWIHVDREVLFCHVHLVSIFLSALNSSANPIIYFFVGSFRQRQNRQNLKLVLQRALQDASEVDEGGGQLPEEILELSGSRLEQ
TMEM16A act = TMEM16A chloride channel activators or potentiators, primary screen, cell-based, HTS; Anoctamin-1 (Mus musculus), Q8BHY3; 340,000 compounds, 0.3% hits; AID 623877, 2012; HEK293 TMEM16A/YFP-H148Q/I152L, iodide quench fluorescence; stronger effect = lower value; B-score at 10 µM;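 active = fluorescence-ratio B-score plate-corrected deviation score at least 3 library SD below zero, with starting fluorescence score within 5 deviations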;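 also: channel opened by trigger with iodide after compound preincubation; score built on the fluorescence ratio of max minus min over baseline; more negative score means more quench and so TMEM16A activation or potentiation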
TRPC4 agonist = activators of mouse TRPC4 channel, primary screen, Fluo4 calcium, HEK293 TRPC4beta/mu-opioid cells. Short transient receptor potential channel 4 (Mus musculus), Q9QUQ5. Fluo4 calcium fluorescence; stronger effect = higher value. B-score at 10 µM. 310,000 compounds, 0.49% hits;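 active = B-score above 5 SD of library B-scores, and initial fluorescence ratio not above library mean plus 5 SD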;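 also: positive B-score marks a calcium rise read as TRPC4 activation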
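Material: HEK293 stable line with TRPC4beta plus mu-opioid receptor; technique: Fluo4 calcium-sensitive dye fluorescence, kinetic, 1 Hz baseline; timing: Fluo4 dye loading 45 min at room temperature, 110 s recording; controls: assay buffer as low control, maximal DAMGO as high control; read-out: integrated baseline-normalised fluorescence ratio, converted to per-well B score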
MrgX1 PAM = positive allosteric modulators of MrgX1, primary screen, HEK293 cells, Fluo-4 calcium flux | B-score at 10 µM | 310,000 compounds, 0.63% hits | FDSS; stronger effect = higher value | Mas-related G-protein coupled receptor member X1 (Homo sapiens), Q96LB2;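 active = plate-corrected calcium response at least 3 library SD above typical, normal starting fluorescence, not activating the receptor alone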;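 also: compound read alongside a low EC10 to EC30 dose of BAM8-22 agonist; peak minus trough fluorescence over baseline measured at the second addition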
TRPC6 act = mouse TRPC6 channel activators, primary screen, cell-based, HEK293, membrane potential dye. Short transient receptor potential channel 6 (Mus musculus), Q61143. HEK293-TRPC6 membrane potential dye fluorescence; stronger effect = higher value. B-score at 10 µM. 310,000 compounds, 0.13% hits;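 active = B-score of the integrated fluorescence ratio above library mean plus 3 SD, and starting fluorescence ratio within library mean plus 5 SD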;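 also: higher score means more depolarization so channel activation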
TMEM16A inh = TMEM16A chloride channel inhibitors, primary screen, cell-based, HTS. Anoctamin-1 (Mus musculus), Q8BHY3. HEK293 TMEM16A/YFP iodide influx fluorescence, ionomycin. normalized B-score (activity score, 25-100; higher = stronger inhibition) at 10 µM. 310,000 compounds, 1.2% hits. AID 588511, 2011;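 active = ratio plate-corrected score three or more library SD toward inhibition, starting fluorescence score within five deviations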;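 also: score derived from kinetic fluorescence span divided by baseline fluorescence per well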
RGS4 block = RGS4 inhibitors, primary screen, cell-based, HEK293 M3R inducible RGS4, calcium flux; Fluo-4 calcium flux; stronger effect = higher value; triggered by carbachol at its EC20; B-score at 10 µM; 310,000 compounds, 0.45% hits; Regulator of G-protein signaling 4 (Homo sapiens), P49798;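 active = B-score, a plate-corrected calcium signal, over three deviations above library mean, with baseline fluorescence within five deviations of library mean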;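 also: RGS4 expression induced by doxycycline in cells with stable M3 receptor; B-score is computed from the integrated fluorescence ratio over baseline after carbachol; higher B-score means a larger calcium signal and so more RGS4 inhibition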
Target sequence (P49798 whole entry, looked up): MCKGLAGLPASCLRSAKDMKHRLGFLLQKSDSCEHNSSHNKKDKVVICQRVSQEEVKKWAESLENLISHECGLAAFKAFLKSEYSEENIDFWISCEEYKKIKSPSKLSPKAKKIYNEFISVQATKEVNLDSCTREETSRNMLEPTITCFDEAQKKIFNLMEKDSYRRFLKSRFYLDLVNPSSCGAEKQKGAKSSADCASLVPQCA
TRPC4 PAM = positive allosteric modulators of TRPC4, primary screen, cell-based, mouse TRPC4beta, HEK293 mu-opioid, Fluo-4 calcium | DAMGO EC20, Fluo-4 Ca2+ flux; stronger effect = higher value | Short transient receptor potential channel 4 (Mus musculus), Q9QUQ5 | 310,000 compounds, 0.42% hits | B-score at 10 µM | AID 2227, 2009;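 active = B-score of calcium response area above 5 SD of library B-scores, with initial fluorescence ratio within 5 SD of library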;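 also: B-score of integrated fluorescence ratio over time as area under calcium response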
TRPC6 inh = mouse TRPC6 channel inhibitors, primary screen, cell-based, HEK293, membrane potential dye. B-score at 10 µM. ACh-evoked depolarization; stronger effect = lower value. AID 2553, 2010. 310,000 compounds, 1.1% hits;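 active = B-score under library mean minus 3 SD, initial fluorescence not abnormally high, positive integrated signal ratio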;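 also: B-score derived from integrated fluorescence ratio over the kinetic read; more negative B-score means stronger inhibition of depolarization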
TRPC4 block = inhibitors of mouse TRPC4 channel, primary screen, Fluo4 calcium, HEK293 TRPC4beta/mu-opioid cells. 300,000 compounds, 0.39% hits. DAMGO-evoked Fluo4 calcium flux; stronger effect = lower value. B-score at 10 µM. Short transient receptor potential channel 4 (Mus musculus), Q9QUQ5;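 active = B-score over 3 SD under the library average, no early fluorescence shift, positive overall ratio signal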
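System: stable TRPC4beta/mu-opioid receptor HEK293 cells; Dosing: single-point compound dosing; Measured by: Fluo4 Ca2+ flux fluorescence; Read-out basis: per-well B score of integrated baseline-normalized Fluo4 ratio.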
MrgX1 ag = agonists of human MrgX1 receptor, primary screen, HEK293 cells, Fluo-4 calcium flux; Mas-related G-protein coupled receptor member X1 (Homo sapiens), Q96LB2; Fluo-4 calcium fluorescence, agonist mode; stronger effect = higher value; B-score at 10 µM; 310,000 compounds, 0.44% hits;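 active = calcium response B-score plate-corrected fluorescence ratio at least 3 library SD, with starting fluorescence B-score inside 5 SD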
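Material: HEK293 cells stably expressing human MrgX1 receptor | Quantity: 15,000 cells per well | Times: Cells plated overnight, dye loaded 0.5 h 37 °C, 0.5 h room temperature | Measured by: Kinetic Fluo-4 NW fluorescence of intracellular calcium | Control set: Positive and negative controls per plate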
Numbers without * were called inactive.

`COCC(C)n1c(C)cc(C(=O)COC(=O)c2nc3nc(C)cc(C)n3n2)c1C` (configuration not stated) gave MrgX1 antag inactive, TMEM16A act inactive, TRPC4 agonist inactive, MrgX1 PAM inactive, TRPC6 act inactive, TMEM16A inh inactive, RGS4 block inactive, TRPC4 PAM inactive, TRPC6 inh inactive, TRPC4 block inactive and MrgX1 ag inactive.
Screening O=C(Cn1nnc2ccccc2c1=O)N1CCCc2ccccc21 returned MrgX1 antag inactive, TMEM16A act inactive, TRPC4 agonist inactive, MrgX1 PAM inactive, TRPC6 act inactive, TMEM16A inh inactive, RGS4 block inactive, TRPC4 PAM inactive, TRPC6 inh inactive, TRPC4 block inactive and MrgX1 ag inactive.
`O=C(Nc1ccc(C(=O)N2CCCc3ccccc32)cc1)c1cccs1` gave MrgX1 antag inactive, TMEM16A act inactive, TRPC4 agonist inactive, MrgX1 PAM inactive, TRPC6 act inactive, TMEM16A inh inactive, RGS4 block inactive, TRPC4 PAM inactive, TRPC6 inh inactive, TRPC4 block inactive and MrgX1 ag inactive.
`COc1cccc(NC(=O)c2ccc(NCCCN3CCC(C)CC3)c([N+](=O)[O-])c2)c1` gave MrgX1 antag inactive, TMEM16A act inactive, TRPC4 agonist inactive, MrgX1 PAM inactive, TRPC6 act inactive, TMEM16A inh inactive, RGS4 block inactive, TRPC4 PAM inactive, TRPC6 inh inactive, TRPC4 block inactive and MrgX1 ag inactive.
`COc1cc(/C=C/C(=O)Nc2cc(C(F)(F)F)ccc2Cl)cc(OC)c1OC` gave MrgX1 antag inactive, TMEM16A act inactive, TRPC4 agonist inactive, MrgX1 PAM inactive, TRPC6 act inactive, TMEM16A inh inactive, RGS4 block inactive, TRPC4 PAM inactive, TRPC6 inh inactive, TRPC4 block inactive and MrgX1 ag inactive.
Screening Cc1ccc(N2C(=O)NC3(CCCCC3)C2=O)cc1 returned MrgX1 antag inactive, TMEM16A act inactive, TRPC4 agonist inactive, MrgX1 PAM inactive, TRPC6 act inactive, TMEM16A inh inactive, RGS4 block inactive, TRPC4 PAM inactive, TRPC6 inh inactive, TRPC4 block inactive and MrgX1 ag inactive.
`Cc1ccc2nc(NC(=O)C3CCCN(S(=O)(=O)c4cccc5nonc45)C3)sc2c1` (configuration not stated) gave MrgX1 antag inactive, TRPC4 agonist inactive, MrgX1 PAM inactive, TRPC6 act inactive, TMEM16A inh inactive, RGS4 block inactive, TRPC4 PAM inactive, TRPC6 inh inactive, TRPC4 block inactive and MrgX1 ag inactive.
For N#Cc1c(-c2ccc3c(c2)OCO3)cc[nH]c1=O the results were MrgX1 antag inactive, TMEM16A act inactive, TRPC4 agonist inactive, MrgX1 PAM inactive, TRPC6 act inactive, TMEM16A inh inactive, RGS4 block inactive, TRPC4 PAM inactive, TRPC6 inh inactive, TRPC4 block inactive and MrgX1 ag inactive.
Screening O=C(C1=C(O)C(=O)N(c2ccccc2)C1c1ccc([N+](=O)[O-])cc1)c1cccs1 (configuration not stated) returned MrgX1 antag inactive, TMEM16A act inactive, TRPC4 agonist inactive, MrgX1 PAM inactive, TRPC6 act inactive, TMEM16A inh inactive, RGS4 block inactive, TRPC4 PAM inactive, TRPC6 inh inactive, TRPC4 block inactive and MrgX1 ag inactive.
`CSCCC(NS(=O)(=O)c1ccc2ccccc2c1)C(=O)OCC(=O)c1ccc(C(C)C)cc1` (configuration not stated) gave MrgX1 antag inactive, TMEM16A act inactive, TRPC4 agonist inactive, MrgX1 PAM inactive, TRPC6 act inactive, TMEM16A inh inactive, RGS4 block inactive, TRPC4 PAM inactive, TRPC6 inh inactive, TRPC4 block inactive and MrgX1 ag inactive.
`CCCN1Cc2cccc(C(=O)N3CCN(c4ccc(F)cc4)CC3)c2C1=O` gave MrgX1 antag inactive, TMEM16A act inactive, TRPC4 agonist inactive, MrgX1 PAM inactive, TRPC6 act inactive, TMEM16A inh inactive, RGS4 block inactive, TRPC4 PAM inactive, TRPC6 inh inactive, TRPC4 block inactive and MrgX1 ag inactive.
For CC1CCN(Cc2ccc(-c3nnn(CC(=O)Nc4ccccc4Cl)n3)cc2)CC1 the results were MrgX1 antag inactive, TMEM16A act inactive, TRPC4 agonist inactive, MrgX1 PAM inactive, TRPC6 act inactive, TMEM16A inh inactive, RGS4 block inactive, TRPC4 PAM inactive, TRPC6 inh inactive, TRPC4 block inactive and MrgX1 ag inactive.
Screening CC(C)(C)C1CCC(C(=O)OCC(=O)N2CCN(C(=O)c3ccco3)CC2)CC1 (configuration not stated) returned MrgX1 antag inactive, TMEM16A act inactive, TRPC4 agonist inactive, MrgX1 PAM inactive, TRPC6 act inactive, TMEM16A inh inactive, RGS4 block inactive, TRPC4 PAM inactive, TRPC6 inh inactive, TRPC4 block inactive and MrgX1 ag inactive.
Screening CCOc1ccc(Oc2nc(N(CC)CC)nc(N3CCOCC3)n2)nn1 returned MrgX1 antag inactive, TMEM16A act inactive, TRPC4 agonist inactive, MrgX1 PAM inactive, TRPC6 act inactive, TMEM16A inh inactive, RGS4 block inactive, TRPC4 PAM inactive, TRPC6 inh inactive, TRPC4 block inactive and MrgX1 ag inactive.
For CCCN(CCC)c1nc(NC2CCN(C(=O)OCC)CC2)nc(OC)n1 the results were MrgX1 antag inactive, TMEM16A act inactive, TRPC4 agonist inactive, MrgX1 PAM inactive, TRPC6 act inactive, TMEM16A inh 25*, RGS4 block inactive, TRPC4 PAM inactive, TRPC6 inh inactive, TRPC4 block inactive and MrgX1 ag inactive.
For Cc1nn(CCC#N)c(NC(=O)c2ccc(Cl)cc2Cl)c1P(=O)(Nc1ccc([N+](=O)[O-])cc1)N1CCOCC1 (configuration not stated) the results were MrgX1 antag inactive, TMEM16A act inactive, TRPC4 agonist inactive, MrgX1 PAM inactive, TRPC6 act inactive, TMEM16A inh inactive, RGS4 block inactive, TRPC4 PAM inactive, TRPC6 inh inactive, TRPC4 block inactive and MrgX1 ag inactive.
Screening O=c1[nH]c(C2CCN(S(=O)(=O)c3ccc(F)cc3)CC2)nc2c1nnn2Cc1ccc2c(c1)OCCO2 returned MrgX1 antag inactive, TMEM16A act inactive, TRPC4 agonist inactive, MrgX1 PAM inactive, TRPC6 act inactive, TMEM16A inh inactive, RGS4 block inactive, TRPC4 PAM inactive, TRPC6 inh inactive, TRPC4 block inactive and MrgX1 ag inactive.
`Cc1ccccc1C1c2[nH]c3ccccc3c2C[C@H]2C(=O)N(C3CCN(Cc4ccccc4)CC3)CC(=O)N12` (some centres not stated) gave MrgX1 antag inactive, TMEM16A act inactive, TRPC4 agonist 48*, MrgX1 PAM inactive, TRPC6 act inactive, TMEM16A inh inactive, RGS4 block inactive, TRPC4 PAM inactive, TRPC6 inh inactive, TRPC4 block inactive and MrgX1 ag inactive.
For CN(C)S(=O)(=O)NCc1ccc2c(c1)OCO2 the results were MrgX1 antag inactive, TMEM16A act inactive, TRPC4 agonist inactive, MrgX1 PAM inactive, TRPC6 act inactive, TMEM16A inh inactive, RGS4 block inactive, TRPC4 PAM inactive, TRPC6 inh inactive, TRPC4 block inactive and MrgX1 ag inactive.
Screening COc1ccc(CCNC(=O)c2ccccc2Cl)cc1OC returned MrgX1 antag inactive, TMEM16A act inactive, TRPC4 agonist inactive, MrgX1 PAM inactive, TRPC6 act inactive, TMEM16A inh inactive, RGS4 block inactive, TRPC4 PAM inactive, TRPC6 inh inactive, TRPC4 block inactive and MrgX1 ag inactive.
For CCCCn1c(N)c(N(Cc2ccccc2OC)C(=O)c2ccc([N+](=O)[O-])s2)c(=O)[nH]c1=O the results were MrgX1 antag inactive, TMEM16A act inactive, TRPC4 agonist inactive, MrgX1 PAM inactive, TRPC6 act inactive, TMEM16A inh inactive, RGS4 block inactive, TRPC4 PAM inactive, TRPC6 inh inactive, TRPC4 block inactive and MrgX1 ag inactive.
`CNC[C@H](NC[C@@H](NCCCc1ccccc1)c1ccccc1)[C@H](C)O` gave MrgX1 antag inactive, TMEM16A act inactive, TRPC4 agonist inactive, MrgX1 PAM inactive, TRPC6 act inactive, TMEM16A inh inactive, RGS4 block inactive, TRPC4 PAM inactive, TRPC6 inh inactive, TRPC4 block inactive and MrgX1 ag inactive.
For Cc1nonc1C(=O)N/N=C/c1ccc(O)cc1O the results were MrgX1 antag inactive, TMEM16A act inactive, TRPC4 agonist inactive, MrgX1 PAM inactive, TRPC6 act inactive, TMEM16A inh inactive, RGS4 block inactive, TRPC4 PAM inactive, TRPC6 inh inactive, TRPC4 block inactive and MrgX1 ag inactive.
Screening Cc1cc(C)cc(OCC(=O)NNC(=O)C2CCCO2)c1 (configuration not stated) returned MrgX1 antag inactive, TMEM16A act inactive, TRPC4 agonist inactive, MrgX1 PAM inactive, TRPC6 act inactive, TMEM16A inh inactive, RGS4 block inactive, TRPC4 PAM inactive, TRPC6 inh inactive, TRPC4 block inactive and MrgX1 ag inactive.
COc1ccccc1CNS(=O)(=O)c1ccc(C)cc1 was read as MrgX1 antag inactive, TMEM16A act inactive, TRPC4 agonist inactive, MrgX1 PAM inactive, TRPC6 act inactive, TMEM16A inh inactive, RGS4 block inactive, TRPC4 PAM inactive, TRPC6 inh inactive, TRPC4 block inactive and MrgX1 ag inactive.
`CC(C)Sc1cc(N2CCCC2)nc(-c2ccc(F)cc2)n1` gave MrgX1 antag inactive, TMEM16A act inactive, TRPC4 agonist inactive, MrgX1 PAM inactive, TRPC6 act inactive, TMEM16A inh inactive, RGS4 block 9.25*, TRPC4 PAM inactive, TRPC6 inh inactive, TRPC4 block inactive and MrgX1 ag inactive.
